# Peg3 imprint: qHTS Assay for Compounds that Induce Erasure of Genomic Imprints. mouse ES Peg3-LacZ reporter, beta-gal luminescence, 40 h. 110,000 tested, 0.02% active. Potency, µM (series often up to 60.7 µM), inactives show top-dose activity change, positive = activation, usual class: activators;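 also: 0% = negative control wells on the plate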
#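 Each well holds 300 Peg3LacZ-Neo (maternal) female ES cells incubated 40 h at 37C, 5% CO2. LacZ is measured by BetaGlo luminescence, with AC50 and maximum efficacy derived from dose-response curves.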
# p53ts 39C kill: qHTS Screen for Compounds that Selectively Target Cancer Cells with p53 Mutations: Cytotoxicity of p53ts Cells at the Nonpermissive Temperature | H1299-p53A138V viability at 39C, ATP luminescence, 24 h | Potency, µM (top dose mostly 46.1 µM), for the others: at the top dose activity change, negative = cell killing, most hits filed as cytotoxic | 130,000 tested, 1.5% active; also: nearly all actives have a fitted effect of over 55% in size
# IkB signaling: IkB Signaling; ABC-DLBCL IkBa-CBG/CBR dual luciferase ratio, 4 h; response scale: scaled: untreated 0%, proteasome inhibitor 100%; Potency, µM (top dose mostly 57.1 µM), inactives show top-dose IkBa stabilization activation; 110,000 tested, 0.04% active; AID 445, 2006; active = well fitted curve in the direction sought with a large enough effect in the signal ratio, not every such curve was filed as active; inconclusive = small, poorly fitted or top-dose-only effect, or a change in a side signal; the % refers to the signal ratio;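 also: the direction sought is a rising ratio; 0% = basal untreated cells and 100% = reference inhibitor full response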
#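 Luminescence ratio of IκBα-fused green versus native red beetle luciferase in OCI-Ly3 cells, 4 h post-doxycycline with compound; red signal alone, scaled from basal (0%) to zero light (-100%), flagged nonspecific or cytotoxic effects.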
# p53ts 32C kill: qHTS Screen for Compounds that Selectively Target Cancer Cells with p53 Mutations: Cytotoxicity of p53ts Cells at the Permissive Temperature. Potency, µM (top dose mostly 46.1 µM), for the others: at the top dose activity change, negative = cytotoxicity, most hits filed as cytotoxic. 130,000 tested, 0.93% active. AID 924, 2007. H1299-p53A138V at 32C, ATP luminescence viability, 24 h;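 also: 0% = DMSO and -100% = full killing by reference compound; nearly all actives have a fitted effect of over 55% in size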
#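 Viability by ATPlite luminescence after 24 h compound treatment (up to 46 uM) at the permissive 32C. Cells are H1299 carrying p53 A138V. Scale runs from DMSO basal to 100 uM tamoxifen as full kill; AC50 from Hill fits.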
# The depositor's hits bear a star; ? = inconclusive; . = no result given; [ ] = another dose, or the depositor's remark. Unless noted, calls follow the shape of the dose curve; as a rule, active = well fitted curve in the direction sought with a large enough effect; inconclusive = small, poorly fitted or top-dose-only effect, or another doubt; inactive = no such curve, though single readings can be large; an effect the other way counts as inactive or inconclusive. Unless noted, % is scaled to controls: 0 for no effect and ±100 for the full control effect; potency is read from the fitted curve at half-maximal effect. An unsorted share of the library; any-hit rate near 1.8%.
# Preview:
1: Cc1csc(NC(=O)c2cc3c(s2)CCC3)n1
2: Cc1cc(C)cc(OCC(=O)Nc2ccc(Cl)c(-c3nc4ncccc4o3)c2)c1
3: COc1ccc(NC(=O)CNC(=O)Cn2ccc3ccccc3c2=O)c(OC)c1
4: CN(C)C(=O)N1CCC(C(=O)NC2CCCCCCC2)CC1
5: CS(=O)(=O)N1CCC[C@@]2(CCN(C(=O)Nc3cccc(C#N)c3)C2)C1
6: O=C(O)CSc1nnc(CNc2ccc(Cl)cc2)n1Cc1ccccc1
7: COc1ccc(C2C(C(C)=O)=C(O)C(=O)N2CCCn2ccnc2)cc1OC (stereo not drawn)
8: Cc1ccc(NC(=O)c2sc3ncnc(N(C)C4CCCCC4)c3c2C)c(C)c1
9: COc1ccc(Nc2oc(/C=C/c3cc(OC)c(OC)c(OC)c3)nc2C#N)cc1
10: CN1CCN(c2ncnc3ccc(-c4cccc(NS(C)(=O)=O)c4)cc23)CC1
entry no.,1,2,3,4,5,6,7,8,9,10
p53ts 32C kill,?,0%,-1%,0%,0%,1%,-3%,9%,-3%,-8%
IkB signaling,1.9%,?,1.3%,1.3%,0.3%[11.4 µM],9.8%,-1.4%,?,?,-3.7%[11.4 µM]
p53ts 39C kill,?,-14%,-26%,-2%,-1%,0%,-2%,-20%,-24%,-8%
Peg3 imprint,2%,-9%[10.9 µM],-4%[10.9 µM],-9%,.,.,-11%,-10%[10.9 µM],-5%[10.9 µM],-10%

11: CCCOc1ccc(C2C(=O)N(C3CCCCC3)CC(=O)N2C2CC2)cc1OC (stereo not drawn)
entry no.,11
p53ts 32C kill,2%
IkB signaling,-1.7%
p53ts 39C kill,2%
Peg3 imprint,-11%

# Main list, repeating the preview:
1: Cc1csc(NC(=O)c2cc3c(s2)CCC3)n1
2: Cc1cc(C)cc(OCC(=O)Nc2ccc(Cl)c(-c3nc4ncccc4o3)c2)c1
3: COc1ccc(NC(=O)CNC(=O)Cn2ccc3ccccc3c2=O)c(OC)c1
4: CN(C)C(=O)N1CCC(C(=O)NC2CCCCCCC2)CC1
5: CS(=O)(=O)N1CCC[C@@]2(CCN(C(=O)Nc3cccc(C#N)c3)C2)C1
6: O=C(O)CSc1nnc(CNc2ccc(Cl)cc2)n1Cc1ccccc1
7: COc1ccc(C2C(C(C)=O)=C(O)C(=O)N2CCCn2ccnc2)cc1OC (stereo not drawn)
8: Cc1ccc(NC(=O)c2sc3ncnc(N(C)C4CCCCC4)c3c2C)c(C)c1
entry no.,1,2,3,4,5,6,7,8
p53ts 32C kill,?,0%,-1%,0%,0%,1%,-3%,9%
IkB signaling,1.9%,?,1.3%,1.3%,0.3%[11.4 µM],9.8%,-1.4%,?
p53ts 39C kill,?,-14%,-26%,-2%,-1%,0%,-2%,-20%
Peg3 imprint,2%,-9%[10.9 µM],-4%[10.9 µM],-9%,.,.,-11%,-10%[10.9 µM]

9: COc1ccc(Nc2oc(/C=C/c3cc(OC)c(OC)c(OC)c3)nc2C#N)cc1
10: CN1CCN(c2ncnc3ccc(-c4cccc(NS(C)(=O)=O)c4)cc23)CC1
11: CCCOc1ccc(C2C(=O)N(C3CCCCC3)CC(=O)N2C2CC2)cc1OC (stereo not drawn)
12: COc1cc(S(=O)(=O)N2CCN(Cc3ccc4c(c3)OCO4)CC2)c(C)cc1C
13: CC(C)N(C(=O)Cn1cc(SCC(=O)Nc2ccccc2C(F)(F)F)c2ccccc21)C(C)C
14: CCOC(=O)N1CCN(C(=O)CN(c2ccc3c(c2)OCO3)S(C)(=O)=O)CC1
15: Cc1cc(C)c(NC(=O)CSc2nc(=O)n(Cc3ccco3)c3c2CCC3)c(C)c1
16: Cc1ccc(NC(=O)c2cnc3sc(N4CCOCC4)nn3c2=O)cc1N(C)C
entry no.,9,10,11,12,13,14,15,16
p53ts 32C kill,-3%,-8%,2%,-3%,-6%,-8%,5%,-24%
IkB signaling,?,-3.7%[11.4 µM],-1.7%,7.0%,-0.8%,-1.2%,?,-1.7%
p53ts 39C kill,-24%,-8%,2%,5%,-6%,-3%,9%,-8%
Peg3 imprint,-5%[10.9 µM],-10%,-11%,-12%,-10%[10.9 µM],?,-1%[10.9 µM],-10%[10.9 µM]

# Full records from above:
# `CN1CCN(c2ncnc3ccc(-c4cccc(NS(C)(=O)=O)c4)cc23)CC1` reads p53ts 32C kill = -8%; IkB signaling = -3.7%[11.4 µM]; p53ts 39C kill = -8%; Peg3 imprint = -10%
# `CC(C)N(C(=O)Cn1cc(SCC(=O)Nc2ccccc2C(F)(F)F)c2ccccc21)C(C)C` reads p53ts 32C kill = -6%; IkB signaling = -0.8%; p53ts 39C kill = -6%; Peg3 imprint = -10%[10.9 µM]

# Next section.
17: O=C1c2ccccc2C(=O)N1CCCc1nc2ccccc2c(=O)n1CCCn1ccnc1
18: COc1ccccc1CNC(=O)C1CCN(S(=O)(=O)c2ccc3c(c2)CCCN3C(C)=O)CC1
19: CCn1c(Cc2ccccc2)nnc1SCC(=O)Nc1ccccc1
20: COc1ccc(CCNC(=O)CCn2c(=O)c3ccccc3n(CC(=O)Nc3cccc(C)c3)c2=O)cc1OC
21: O=C(Cc1ccc(NC(=O)N2CCSc3ncccc32)cc1)NCc1cccc(Cl)c1
22: COc1ccc(/C=N/O)cc1COc1ccc(NC(C)=O)cc1
23: Cc1ccccc1OCc1nnc2n1CC(C)S2 (stereo not drawn)
24: CCc1cccc(NC(=O)CSc2nncn3c2cc2sccc23)c1
entry no.,17,18,19,20,21,22,23,24
p53ts 32C kill,6%,6%,9%,-5%,-16%,0%,3%,-16%
IkB signaling,-1.8%,6.4%,-0.4%,1.2%,-2.4%,-3.3%,1.1%,?
p53ts 39C kill,-13%,-9%,5%,8%,2%,-20%,-4%,?
Peg3 imprint,-2%,-7%[10.9 µM],-9%,12%[10.9 µM],-9%[10.9 µM],-10%,-5%,-15%[10.9 µM]

25: Cc1noc(C)c1C(=O)N1CCC2(CC1)CN(c1ccccc1)C2
26: Cc1c(NC(=O)COC(=O)C2CC3C=CC2C3)c(=O)n(-c2ccccc2)n1C (stereo not drawn)
27: O=C(NCc1ccccc1F)C1CCN(c2nnc(-n3cccc3)s2)CC1
28: CCOC(=O)N1CCN(CCC(=O)Nc2cccc(F)c2)CC1
29: O=C(COc1ccc(S(=O)(=O)N2CCCC2)cc1)NCc1ccco1
30: COC(=O)C(C)Sc1ccc2nnc(-c3ccc(F)cc3)n2n1 (stereo not drawn)
31: O=C(NCc1ccoc1)c1ccc(NC(=O)c2ccccc2Cl)cc1
32: O=C(NCCCN1CCCC1=O)c1ccc2c(c1)OCO2
entry no.,25,26,27,28,29,30,31,32
p53ts 32C kill,-3%,4%,-8%,-6%,1%,-6%,-7%,0%
IkB signaling,1.5%[11.4 µM],1.2%,?,3.4%,3.2%,-0.5%,1.6%,3.5%
p53ts 39C kill,0%,-4%,-14%,20%,-4%,-11%,9%,1%
Peg3 imprint,.,-7%,-7%[10.9 µM],7%[10.9 µM],.,-3%,-8%,-14%

33: Cc1ccccc1OCc1nc2ccccc2c(=O)n1/N=C/c1ccco1
34: Cc1cccc(-n2c(N)cc(=O)nc2SCC(=O)NC2CCCCC2)c1
35: CCCCc1c(O)nc(SCC(=O)c2ccccc2)[nH]c1=O
36: CCOc1ccc(CN2CCc3nc(N4CCN(c5ccccn5)CC4)ncc3C2)cc1OC
37: O=C(CSc1ccccn1)Nc1ccccc1F
38: COc1ccc(N(CC(=O)N2CCN(c3ccccc3F)CC2)S(=O)(=O)c2c(C)noc2C)cc1
39: Cc1ccc(C(=O)N(Cc2ccco2)Cc2ccco2)cc1
40: CSc1nsc(SC)c1NC(=O)OCCc1ccccn1
entry no.,33,34,35,36,37,38,39,40
p53ts 32C kill,-5%,3%,-7%,18%,3%,-3%,4%,0%
IkB signaling,?,0.8%,3.0%,?,3.9%,-2.6%,?,0.1%
p53ts 39C kill,-12%,2%,-8%,-14%,5%,-14%,-29%,3%
Peg3 imprint,-40%[inhibitor],0%,3%,-9%[10.9 µM],-17%,-7%[10.9 µM],-7%[10.9 µM],-15%

41: Nn1cc(-c2ccccc2)nc1SCC(=O)NC1CCS(=O)(=O)C1 (stereo not drawn)
42: CCC(Sc1nc2ncccc2o1)C(=O)Nc1ccc(OC)c(OC)c1 (stereo not drawn)
43: COc1ccc(-c2nn(C)c3sc(C(=O)N4CCN(c5cccc(Cl)c5)CC4)cc23)cc1OC
44: COc1ccc(S(=O)(=O)N(C)CC(=O)Nc2ccc(F)cc2)cc1
45: CN(C)CCNc1oc(-c2ccccc2F)nc1C#N
46: CCOC(=O)c1[nH]c(C)c(C(=O)Nc2ccc(C)c(F)c2)c1C
47: O=C(O)COc1ccccc1C1C2C(=O)N(c3ccccc3)C(=O)C2ON1c1ccccc1 (stereo not drawn)
48: O=S(=O)(c1cc(Br)c(Br)s1)N1CCN(c2ccccc2)CC1
entry no.,41,42,43,44,45,46,47,48
p53ts 32C kill,1%,-11%,7%,6%,-5%,6%,5%,1%
IkB signaling,5.3%,?,-1.3%,0.3%,-1.2%,-0.1%,?,-1.2%
p53ts 39C kill,12%,?,10%,6%,5%,5%,-13%,-6%
Peg3 imprint,-9%,-12%[10.9 µM],-10%[10.9 µM],-21%,2%,-16%,10%,-12%[10.9 µM]

49: Cc1ccccc1CN1c2ccccc2-c2nc(SCC(=O)NCc3ccccc3)ncc2S1(=O)=O
50: CN1CCNC(=O)C1CC(=O)O (stereo not drawn)
51: CC[C@@H](c1ccc2cc(O)ccc2c1)C(C)(C)C(=O)O
52: COc1cc2ccc(=O)oc2cc1O
53: Cc1ccc(-c2c3c(=O)n(C)c(=O)n(C)c3cn2CCCN2CCOCC2)cc1
54: Cc1ccc(OCC(=O)Nc2nnc(SCc3cc(=O)n4cc(C)ccc4n3)s2)cc1
55: Cc1cc(C(=O)CSc2nncs2)c(C)n1-c1ccc2c(c1)OCO2
56: COc1ccc(CN2C3CCCC2CC(NC(=O)Nc2cccc(C)c2)C3)cc1 (stereo not drawn)
entry no.,49,50,51,52,53,54,55,56
p53ts 32C kill,1%,-5%,0%[9.22 µM],4%,1%,3%,-10%,-2%
IkB signaling,1.0%,-0.2%,0.5%[11.4 µM],0.8%[11.4 µM],1.4%,?,?,.
p53ts 39C kill,?,0%,5%[9.22 µM],1%,-2%,-11%,-24%,-23%
Peg3 imprint,-7%[10.9 µM],-12%,13%[10.9 µM],-10%,-8%,3%[10.9 µM],-23%,.

57: COc1cc(/C=C(\C#N)C(=O)Nc2ccc(C)cc2)ccc1OCc1cc(=O)n2nc(C)sc2n1
58: CCOc1ccc2oc(=O)cc(CN3CCN(c4cc(C)ccc4C)CC3)c2c1
59: CN(Cc1ccccc1)C(=O)CN(Cc1ccccc1)S(C)(=O)=O
60: O=CN1CCN(C2CC(=O)N(c3ccc4c(c3)OCO4)C2=O)CC1 (stereo not drawn)
61: Cc1cc(NS(=O)(=O)c2ccc3oc(=O)c4ncn(C)c4c3c2)ccc1Br
62: c1ccc2cc(OCCN3CCCC3)ccc2c1
63: Cc1cn2c(=O)cc(COC(=O)c3cccc(NC(=O)COc4ccccc4C)c3)nc2s1
64: COc1ccccc1NC(=O)Cc1nn(C)c(=O)c2ccccc12
65: Fc1ccc(-c2nnc(Cc3nnc(-c4ccc(F)cc4)o3)o2)cc1
66: O=C(NCc1ccc(F)cc1)C1CCCN(S(=O)(=O)c2cccnc2)C1 (stereo not drawn)
67: CC1=C(C(=O)OCc2ccc(C)cc2)C(c2cccc(F)c2F)CC(=O)N1 (stereo not drawn)
entry no.,57,58,59,60,61,62,63,64,65,66,67
p53ts 32C kill,0%,-5%,12%,7%,?,-1%,0%,6%,5%,5%,8%
IkB signaling,-0.1%,?,.,-1.5%,?,0.3%,1.2%,?,4.3%,0.1%,?
p53ts 39C kill,7%,-18%,26%,7%,?,0%,-7%,-3%,-2%,3%,-8%
Peg3 imprint,-12%[10.9 µM],-20%[10.9 µM],.,?,8%[10.9 µM],-18%,3%[10.9 µM],-19%,7%,-10%,9%[10.9 µM]

# Compound activity (PubChem)
